Screens (PubChem)
aSyn yeast rescue = inhibitors of alpha-synuclein toxicity in yeast; S. cerevisiae alpha-synuclein toxicity rescue, BacTiter-Glo growth, 24 h; Potency, µM (doses to about 46.1 µM), for inactives: at the highest dose growth rescue (activation), usual class: activators; 94,000 tested, 0.02% active; active = well fitted activation curve with a large enough effect; inconclusive = small, poorly fitted or top-dose-only effect; note: 0% is about no effect
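Growth restoration measured by BacTiter-Glo luminescence after 24 hr at 30 deg C; alpha-synuclein yeast, raffinose-pregrown to mid-log, were added at OD600=0.02 in galactose medium onto pinned compounds.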
Active calls of the source: *; & = joins results of further samples; [ ] = remark or other dose. Potency is the fitted concentration of half-maximal effect. Only part of the results is shown; the hit share may differ from the screen's.

For COc1ccc2[nH]c(=O)c(CN(C(=O)c3cccc(Cl)c3)c3ccccc3OC)cc2c1 the results were aSyn yeast rescue 5%.
`CCNC(=S)NNC(=O)CSc1nc2ccccc2[nH]1` gave aSyn yeast rescue 3%.
Screening CC1c2ccsc2CCN1S(=O)(=O)c1ccccc1 (configuration not stated) returned aSyn yeast rescue 10%.
COc1cccc(OCc2cc(=O)n3c(-c4ccccc4)csc3n2)c1 was read as aSyn yeast rescue 3%.
CCc1ccc(NC(=O)c2cc(S(=O)(=O)N3CCCCC3)c[nH]2)cc1 was read as aSyn yeast rescue -9%.
For O=C(NCCc1csc(-c2cccnc2)n1)c1ccccc1 the results were aSyn yeast rescue -13%&7%.
COc1ccc(/C=C/C(=O)Nc2sc(C)c(C)c2C(=O)O)cc1 was read as aSyn yeast rescue -9%.
For O=C(NCCn1ccc2ccccc21)c1ccc(S(=O)(=O)N2CCCCC2)cc1 the results were aSyn yeast rescue 3%.
`CCCCN(CCCC)CCNC(=O)c1cn(C)c2ccc(S(=O)(=O)N3CCCC3)cc2c1=O` gave aSyn yeast rescue -14%.
For COc1cc(OC)c(NC(=O)Nc2c(C)n(C)n(-c3ccccc3)c2=O)cc1Cl the results were aSyn yeast rescue 0%.
Screening COc1ccc(C(=O)NC2CCN(CC(=O)N3CCCCC3)CC2)cc1 returned aSyn yeast rescue 9%.
Screening COc1ccc(C(=O)CSC2=NS(=O)(=O)c3cc(Cl)ccc3N2)cc1 returned aSyn yeast rescue -45%[inhibitor].
`CCN(C(=O)C1=COCCO1)c1nc2c(C)cccc2s1` gave aSyn yeast rescue -17%.
COc1ccc(CSC2=C(C#N)C(=O)NC3(CCCCC3)S2)cc1 was read as aSyn yeast rescue 2%.
For CCC(C)NC(=O)CCSc1nc(-c2ccc3c(c2)OCO3)cc(C(F)(F)F)n1 (configuration not stated) the results were aSyn yeast rescue 1%.
Cc1cc(C)cc(NC(=O)N2CCN(S(C)(=O)=O)CC2)c1 was read as aSyn yeast rescue 9%.
Screening Cc1ccc(SCc2ccc(C(=O)Nc3ccccc3C(=O)NC(C)C)cc2)cc1 returned aSyn yeast rescue -3%.
For Cn1nc(C(F)(F)F)c(CO)c1Sc1ccc(F)cc1 the results were aSyn yeast rescue 0%.
O=C(NC1CC1)C(=O)c1c(-c2ccccc2)[nH]c2ccccc12 was read as aSyn yeast rescue -5%.
CC1Cc2nc(SCC(=O)N3CCN(c4ccccc4)CC3)n(CCc3ccccc3)c(=O)c2S1 (configuration not stated) was read as aSyn yeast rescue 5%.
Screening C=CC1=CCN(S(=O)(=O)C(C)(C)C)[C@H]1CCO returned aSyn yeast rescue -3%.
Screening Cc1nnc(N/N=C/c2ccc(-c3ccc(Br)cc3)o2)n1N returned aSyn yeast rescue -54%[inhibitor].
COc1cccc(-n2ccn(CC(=O)c3ccc(F)cc3)c(=O)c2=O)c1 was read as aSyn yeast rescue 3%.
`NC(=S)NN=Cc1c[nH]c2nccnc12` gave aSyn yeast rescue -1%.
Screening CCCCCC1CC(=O)C=C(C)C1C(=O)OC (configuration not stated) returned aSyn yeast rescue -1%.
`O=C(Cn1c(=O)c(C(F)(F)F)nc2ccccc21)Nc1ccc(Br)cc1F` gave aSyn yeast rescue 0%.
Screening S=c1nc[nH]c2c1[nH]c1ccc(Cl)cc12 returned aSyn yeast rescue 2%.
`CCOc1cc(C(=O)OCc2cc(=O)n3c(C)csc3n2)cc(OCC)c1OCC` gave aSyn yeast rescue 6%.
CCOc1ccc(C(=O)Nc2ccc3oc(-c4ccc(Br)cc4)nc3c2)cc1 was read as aSyn yeast rescue 3%.
`Cc1ccc(C)c(SCc2nc3sc(C(=O)O)c(C)c3c(=O)[nH]2)c1` gave aSyn yeast rescue -6%.
Screening CCN(CC)CCN(C(=O)c1ccco1)c1nc2ccc(Cl)cc2s1 returned aSyn yeast rescue -13%.
`Cc1cc(C)c(OCC(=O)N(Cc2ccc(N(C)C)cc2)C2CCS(=O)(=O)C2)c(C)c1` (configuration not stated) gave aSyn yeast rescue 5%.
Screening CCOc1ccccc1N1CCN(C(=O)NC(C)c2ccc(F)c(F)c2)CC1 (configuration not stated) returned aSyn yeast rescue 17%.
For CCOc1ccc(OCC)c(NC(=O)CSCCc2ccccn2)c1 the results were aSyn yeast rescue 6%.
Cc1nn(CC(=O)NCc2ccco2)c(=O)c2nn(-c3ccccc3)c(C)c12 was read as aSyn yeast rescue -5%.
Cc1ccc(NC(=O)CSc2nnc3n2CCCCC3)cc1S(=O)(=O)N1CCOCC1 was read as aSyn yeast rescue -3%.
For CSC1=NC(C)(C)C=C(/C=C/c2ccc(Cl)cc2)N1 the results were aSyn yeast rescue -11%.
`CCN(c1ccccc1)c1nnc(NC(=O)Nc2ccc(C)cc2)s1` gave aSyn yeast rescue 0%.
Screening CC(C)C(=O)Nc1nnc(S(=O)(=O)N2CCc3ccccc32)s1 returned aSyn yeast rescue 1%.
For CCc1ccc(-c2cc(C)no2)cc1S(=O)(=O)N1CCN(c2cccc(Cl)c2)CC1 the results were aSyn yeast rescue 9%.

Random excerpt: four entries already listed.
Screening CCCCCC1CC(=O)C=C(C)C1C(=O)OC (configuration not stated) returned aSyn yeast rescue -1%.
Screening C=CC1=CCN(S(=O)(=O)C(C)(C)C)[C@H]1CCO returned aSyn yeast rescue -3%.
`CCOc1cc(C(=O)OCc2cc(=O)n3c(C)csc3n2)cc(OCC)c1OCC` gave aSyn yeast rescue 6%.
COc1cccc(-n2ccn(CC(=O)c3ccc(F)cc3)c(=O)c2=O)c1 was read as aSyn yeast rescue 3%.

(next part)
Cc1cc(C)c2c(=O)n3c(nc2c1)C(Cc1ccc(O)cc1)NC(=O)c1cccnc1-3 (configuration not stated) was read as aSyn yeast rescue -8%.
CC1=C(c2ccc(Cl)cc2)S(=O)(=O)N=C1N1CCC(C(=O)NCc2ccccc2F)CC1 was read as aSyn yeast rescue 2%.
`CC(C)(C)c1cc(CNC(=O)C2CCC(=O)N(Cc3ccccc3F)C2)[nH]n1` (configuration not stated) gave aSyn yeast rescue 5%.
`CCOc1ccc(CNC(=O)c2ccc3c(c2)sc2nc(-c4ccccc4)cn23)cc1` gave aSyn yeast rescue 5%.
`CCOCCCNC(=O)c1ccc2c(=O)n(Cc3ccc(OC)cc3)c(=O)[nH]c2c1` gave aSyn yeast rescue -5%.
Screening COc1cccc(N2CC(NS(=O)(=O)c3cccnc3)CC2=O)c1 (configuration not stated) returned aSyn yeast rescue -10%.
Screening O=C(CNS(=O)(=O)c1c(Cl)cccc1Cl)OCC(=O)N1CCN(c2ccccc2)CC1 returned aSyn yeast rescue 6%.
Cc1cccc(-c2cc3nc(C)c(C)c(NCCCn4ccnc4)n3n2)c1 was read as aSyn yeast rescue 4%.
For CCCCn1c(N)c(N(CC(C)C)C(=O)COc2cc(C)ccc2Cl)c(=O)[nH]c1=O the results were aSyn yeast rescue 2%.
`O=C(Cn1ncc2c3ccccc3n(Cc3cccc(Cl)c3)c2c1=O)Nc1ccc(F)cc1F` gave aSyn yeast rescue -5%.
CCCCn1c(=O)c2oc3ccccc3c2n(CC(=O)Nc2cccc(Cl)c2C)c1=O was read as aSyn yeast rescue -4%.
For Cc1ccc(-c2nnc(Nc3ccc4c(c3)OCO4)c3ccccc23)cc1S(N)(=O)=O the results were aSyn yeast rescue -5%.
Screening CCN(CC)c1ccc(/C=N/NC(=O)Cc2ccc(OC)c(OC)c2)cc1 returned aSyn yeast rescue 1%.
Screening CCc1ccc(CNC(=O)CCCn2nc(C)n3ccnc3c2=O)cc1 returned aSyn yeast rescue 3%.
For COc1cc(/C=C2\C(=O)ON=C2c2ccc(Cl)cc2)ccc1O the results were aSyn yeast rescue inconclusive.
For Cc1ccc(OCc2nc(-c3cccnc3)no2)cc1C the results were aSyn yeast rescue 10%.
For Cc1onc(-c2ccccc2Cl)c1C(=O)N1CCCCC1C (configuration not stated) the results were aSyn yeast rescue -12%.
Cc1oc(C)c2c(=O)cc(-c3ccc4c(c3)OCO4)cc(OC(=O)c3cccc(Cl)c3)c12 was read as aSyn yeast rescue 3%.
Screening CCc1ccc(-n2c(=O)c3ccccc3n(CC(=O)NCCc3ccc(OC)c(OC)c3)c2=O)cc1 returned aSyn yeast rescue 5%.
For Cc1[nH]c2ccccc2c1C(=O)C(=O)NCc1nnnn1-c1ccc(F)cc1 the results were aSyn yeast rescue -3%.
`N#CCCN1CCN(C(=O)c2c(N)no[n+]2[O-])CC1` gave aSyn yeast rescue -10%.
Cc1cccc(Cn2c(SCc3ccc(C(=O)NCc4ccccc4)cc3)nc3cccnc32)c1 was read as aSyn yeast rescue 0%.
CCN(CC)c1ccc2cc(-c3nc(-c4ccc(Cl)cc4Cl)cs3)c(=O)oc2c1 was read as aSyn yeast rescue 0%.
`O=C1CCc2cc(S(=O)(=O)NCc3ccccc3Cl)cc3c2N1CC3` gave aSyn yeast rescue -3%.
For COc1ccc(-c2cn3c(n2)sc2cc(C(=O)NCc4ccccc4OC)ccc23)cc1 the results were aSyn yeast rescue 4%.
For COc1cc(S(=O)(=O)NCc2ccncc2)c(OC)cc1Cl the results were aSyn yeast rescue -1%.
For CCCCNC(=O)Cc1ccc(Br)cc1 the results were aSyn yeast rescue -16%.
Screening CC(NC(=O)CN1C(=O)NC(C)(C2CC2)C1=O)c1ccc(F)cc1 (configuration not stated) returned aSyn yeast rescue -5%.
`COc1ccc(C(=O)Nc2ccc(-c3nc4ccccc4s3)c(Cl)c2)cc1Cl` gave aSyn yeast rescue -5%.
Screening Cc1noc(C)c1S(=O)(=O)N1CCN(C(c2ccccc2)c2ccc(Cl)cc2)CC1 (configuration not stated) returned aSyn yeast rescue 6%.
CCc1ccc(C2c3c(-c4ccccc4)n[nH]c3C(=O)N2c2ccc(C(=O)O)cc2)cc1 (configuration not stated) was read as aSyn yeast rescue 3%.
`COc1ccc(C(=O)OCC(=O)N2c3ccccc3CC2C)cc1S(=O)(=O)N1CCOCC1` (configuration not stated) gave aSyn yeast rescue 1%.
Screening Clc1ccc(Nc2cc(-c3ccccc3)nc3ncnn23)cc1 returned aSyn yeast rescue 14%.
COc1ccc(OC)c(NC(=O)c2c(NCc3cccs3)sc3c2CCCC3)c1 was read as aSyn yeast rescue 12%.
For O=S(=O)(NCC1CCCO1)c1ccc(Cl)nc1 (configuration not stated) the results were aSyn yeast rescue 3%.
COc1ccc(S(=O)(=O)CCc2nnc(NC(=O)c3ccc(F)cc3)s2)cc1 was read as aSyn yeast rescue -2%.
Screening CCOc1nc(C)nc(NC(=O)NS(=O)(=O)c2ccccc2Cl)n1 returned aSyn yeast rescue -4%.
Screening COc1ccccc1-c1c(C)nn2c(N3CCN(c4ccc(Cl)cc4)CC3)cc(C)nc12 returned aSyn yeast rescue -9%.
Cc1ccc([N+](=O)[O-])c(NC(=O)COC(=O)CCNS(=O)(=O)c2cccs2)c1C was read as aSyn yeast rescue 3%.
For Cn1c(C(=O)OC(C(=O)NC(C)(C)C)c2cccnc2)cc2sccc21 (configuration not stated) the results were aSyn yeast rescue 12%.

Ordered by molar mass (falling): seven of the compounds above.
`COc1ccc(C(=O)OCC(=O)N2c3ccccc3CC2C)cc1S(=O)(=O)N1CCOCC1` (configuration not stated) gave aSyn yeast rescue 1%.
Screening COc1ccccc1-c1c(C)nn2c(N3CCN(c4ccc(Cl)cc4)CC3)cc(C)nc12 returned aSyn yeast rescue -9%.
Screening Cc1noc(C)c1S(=O)(=O)N1CCN(C(c2ccccc2)c2ccc(Cl)cc2)CC1 (configuration not stated) returned aSyn yeast rescue 6%.
Cc1ccc([N+](=O)[O-])c(NC(=O)COC(=O)CCNS(=O)(=O)c2cccs2)c1C was read as aSyn yeast rescue 3%.
COc1ccc(OC)c(NC(=O)c2c(NCc3cccs3)sc3c2CCCC3)c1 was read as aSyn yeast rescue 12%.
`O=C1CCc2cc(S(=O)(=O)NCc3ccccc3Cl)cc3c2N1CC3` gave aSyn yeast rescue -3%.
Screening CCOc1nc(C)nc(NC(=O)NS(=O)(=O)c2ccccc2Cl)n1 returned aSyn yeast rescue -4%.

Next records
`CCOC(=O)C1CCN(C(=O)c2cccc(S(=O)(=O)Nc3ccc(C)cc3C)c2)CC1` gave aSyn yeast rescue 3%.
For COc1ccc(NC(=O)c2cc(-c3ccccc3F)no2)cc1 the results were aSyn yeast rescue -1%.
O=C(O)C1c2ccccc2Cc2ccccc21 was read as aSyn yeast rescue 4%.
`CS(=O)(=O)c1ccc2nc(NC(=O)CS(=O)(=O)c3ccc(Cl)cc3)sc2c1` gave aSyn yeast rescue -3%.
COc1cccc(CNC(=O)CCc2c(C)nc3c(c(C)nn3-c3ccc(C)c(C)c3)c2C)c1 was read as aSyn yeast rescue 11%.
Cc1ccc(Cl)cc1NC(=O)c1csnn1 was read as aSyn yeast rescue -6%.
`O=C(CSc1nc2c(oc3ccccc32)c(=O)n1-c1ccccc1)Nc1ccc(F)c(Cl)c1` gave aSyn yeast rescue 3%.
CCOCCCNC(=O)C(c1ccccc1)N1Cc2ccccc2C1=O (configuration not stated) was read as aSyn yeast rescue 1%.
Screening COc1ccc(Cl)cc1NC(=O)CN(C)C(=O)c1ccc2c(c1)OCCO2 returned aSyn yeast rescue 3%.
O=C(CNc1cccc(S(=O)(=O)N2CCOCC2)c1)Nc1ccc(C(F)(F)F)cc1 was read as aSyn yeast rescue -8%.
`CC(C)Oc1ccc(CNC(=O)c2sc3ncccc3c2-n2cccc2)cc1` gave aSyn yeast rescue -9%.
CCc1ccc(NC(=O)CCc2c(C)nc3nc(-c4cc(OC)cc(OC)c4)nn3c2C)cc1 was read as aSyn yeast rescue -8%.
Screening Cc1ccc(NC(=O)c2cc(S(=O)(=O)N(C)C3CCCCC3)ccc2F)cc1C returned aSyn yeast rescue 3%.
CN(C(=O)C(C)(C)C)c1ccc(OCC(=O)N2CCc3ccccc3C2)cc1 was read as aSyn yeast rescue 4%.
Screening CCN(Cc1ccccc1)C(=O)CN1C(=O)COc2ccc(S(=O)(=O)N3CCOCC3)cc21 returned aSyn yeast rescue 4%.
For COc1cc(OC)cc(C(=O)NNC(=O)CNC(=O)c2ccc(Br)o2)c1 the results were aSyn yeast rescue -11%.
